PTEN del growth – PTEN-deleted cell growth suppression | 1.2% of 140,000 active | viability, % at 10 µM | HCT116 PTEN-null viability, CellTiter-Glo, 60 h; stronger effect = lower value;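 active means viability at or below a set limit, 4 SD under the median of all tested compounds, cut at about 3.7% in these data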;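 further: PTEN knockout HCT116 line with beta catenin targeted HCT116 as companion control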
BB579 growth dn – chemicals that inhibit yeast BB579 growth in restrictive medium (lifespan-shortening candidates); 0.51% of 140,000 active; inhibition, % at 10 µM; S. cerevisiae BB579 growth, OD615, 48 h;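 active means inhibition above a set limit, 3 SD over the mean compound inhibition, cut at about 44% in these data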; further: inactives centre near -24
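System: DeaD yeast strain BB579; buffer or medium: CSMM-D dextrose restrictive medium; technique: OD at 615 nm; schedule: 4 h cell preincubation, 48 h compound exposure, 30 °C humidified; doses: single 10 µM dose; controls: amphotericin B 10 µg/mL, positive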
MRP-1 activ – activators of MRP-1; H69AR cells + doxorubicin, viability rescue, CellTiter-Glo; viability increase, % at 10 µM; 0.61% of 140,000 active;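 active means viability gain under doxorubicin at or above a set limit, the compound median plus 3 SD, cut at about 4.7% in these data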;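 further: MRP-1 overexpressing cells given doxorubicin 25 µM after compound pretreatment; 18-22 h compound pretreatment then 72 h with doxorubicin before readout; 0% = doxorubicin-only wells and 100% = vehicle-treated cells without doxorubicin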
bCat KO growth – beta-catenin-lacking colon tumor cell growth suppression; HCT116 beta-catenin knockout viability, CellTiter-Glo, 60 h; stronger effect = lower value; viability, % at 10 µM; 1.5% of 140,000 active; AID 818;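 active means viability at or under a set limit, the compound median less 4 SD, cut at about 6% in these data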;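 further: 0% = Hyamine 1622 control at 20 µM and 100% = untreated cell control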
Phagocytosis inh – inhibitors of macrophage phagocytosis | J774A.1 macrophage IgG-bead phagocytosis, imaging | inhibition, % at 5 µM | 0.07% of 110,000 active | AID 1029;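 active means inhibition above the mean of the plate negative controls plus 5 SD, cut at about 13% in these data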;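 further: phagocytic index as fraction of beads internalized from green versus red external bead signal; plate controls were DMSO negative control for no effect and cytochalasin-D positive control for full effect; some results beyond the cut were filed as inactive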
Yeast lifespan up – yeast lifespan extension | S. cerevisiae growth with nicotinamide, OD615; deaD strain in restrictive glucose medium | inhibition of the nicotinamide effect, % at 10 µM | 0.68% of 130,000 active;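 active means inhibition above a set limit, placed 3 SD over the median of all compounds, cut at about 26% in these data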;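 further: 0% = nicotinamide-treated wells and 100% = cells grown without nicotinamide; some compounds called inactive have numbers as strong as hits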
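assay system = DeaD-strain S. cerevisiae | buffer or medium = restrictive glucose medium | reagent = 1.5 mM nicotinamide | compound = 10 µM single point, 0.25% DMSO | incubation = 48 h compound exposure at 30 °C, humidified | signal = OD615 measurement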
GALR2 antag – antagonists of human galanin receptor 2 (GALR2); O43603; GALR2-expressing cells, antagonist mode; 0.39% of 140,000 active; inhibition, % at 4 µM; in the data active means inhibition above about 27%;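 further: cells stimulated with galanin 1-16 at roughly its EC80; 0% = agonist challenge control and 100% = basal control without agonist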
Target sequence (O43603 whole entry, looked up): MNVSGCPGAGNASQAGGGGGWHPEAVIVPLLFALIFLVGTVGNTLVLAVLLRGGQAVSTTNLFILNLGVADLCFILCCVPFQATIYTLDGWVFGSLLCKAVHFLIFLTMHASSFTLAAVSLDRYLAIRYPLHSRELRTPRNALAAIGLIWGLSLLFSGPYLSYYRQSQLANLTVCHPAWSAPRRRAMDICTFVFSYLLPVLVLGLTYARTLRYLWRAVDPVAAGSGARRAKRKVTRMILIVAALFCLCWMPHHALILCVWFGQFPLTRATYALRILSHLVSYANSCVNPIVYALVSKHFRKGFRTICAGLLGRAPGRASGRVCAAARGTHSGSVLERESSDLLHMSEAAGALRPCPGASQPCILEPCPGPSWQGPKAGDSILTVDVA
NPY-Y2 antag – antagonists of human neuropeptide Y receptor Y2; 0.99% of 140,000 active; inhibition, % at 2.7 µM; P49146; NPY-Y2 expressing cells, antagonist mode; in the data active means inhibition above about 17%;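 further: 0% = vehicle with agonist challenge and 100% = reference antagonist with challenge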
Target sequence (P49146 whole entry, looked up): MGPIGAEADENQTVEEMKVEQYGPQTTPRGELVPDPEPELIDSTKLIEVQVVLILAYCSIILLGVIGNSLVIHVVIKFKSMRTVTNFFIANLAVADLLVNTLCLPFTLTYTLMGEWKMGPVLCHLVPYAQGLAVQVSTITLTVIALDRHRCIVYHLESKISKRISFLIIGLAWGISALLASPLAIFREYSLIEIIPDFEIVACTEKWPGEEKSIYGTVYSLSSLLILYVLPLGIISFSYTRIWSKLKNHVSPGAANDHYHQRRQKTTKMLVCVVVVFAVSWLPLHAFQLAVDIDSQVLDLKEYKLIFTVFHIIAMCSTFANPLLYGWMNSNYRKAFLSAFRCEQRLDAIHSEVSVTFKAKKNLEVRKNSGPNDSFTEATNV
Measles CPE – protection of cells from measles virus; Measles virus-infected cells, CPE protection, absorbance; protection (pct of control), % at 4 µM; 1.5% of 140,000 active; AID 841; in the data active means protection mostly above about 24%, no sharp cut-off; inactive means mostly below about 26%; further: some compounds called inactive have numbers as strong as hits
E-sel TNF inh – TNF alpha driven E-selectin expression inhibition | HUVEC TNFa-induced E-selectin immunofluorescence, high content | inhibition, % at 2 µM | 0.71% of 120,000 active;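 active means inhibition above the batch mean plus 3 SD, and confirmed as a hit on visual image review, cut at about 43% in these data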;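 further: 0% = TNF-stimulated DMSO wells and 100% = unstimulated control wells; not every result past the cut was called active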
Numbers without * were called inactive; / = not tested or not shown.

SMILES | PTEN del growth | BB579 growth dn | MRP-1 activ | bCat KO growth | Phagocytosis inh | Yeast lifespan up | GALR2 antag | NPY-Y2 antag | Measles CPE | E-sel TNF inh
O=C(C1CCCN(CCCc2ccccc2)C1)N1CCCCC1 (centres undefined) | 86 | -13 | -2.6 | 78 | 1 | 0 | 5 | 3 | 5 | /
Cc1ccc(CN2C(=O)CCC2C(=O)NC(C)C)cc1 (centres undefined) | 99 | -40 | -1.6 | 89 | 0 | -14 | 11 | -1 | 7 | /
CCCCOc1ccc(/C(N)=N/O)cc1 | 90 | -29 | -3.6 | 95 | 1 | -6 | 2 | 1 | 3 | -44
COc1ccc(/C=N/N2CCOCC2)cc1O | 92 | -22 | 0.1 | 100 | -5 | 3 | 10 | 1 | 19 | /
Cc1cccc(C(OC(=O)c2ccco2)C(=O)NCc2ccccc2)n1 (centres undefined) | 97 | -16 | -2.3 | 90 | / | -7 | 4 | 4 | 6 | 11
Cc1ccccc1C1CC(c2ccc(F)cc2)Nc2nc(N)nn21 (centres undefined) | 93 | -8 | -0.1 | 87 | 0 | -10 | -3 | 0 | 15 | /
Cc1ccc(NC(=S)Nc2ccc3nc(-c4ccccn4)c(-c4ccccn4)nc3c2)cc1C | 81 | -20 | -3.9 | 93 | -4 | -5 | 6 | 2 | 11 | 0
COc1cc(/C=C(\C#N)C(N)=O)ccc1OS(=O)(=O)c1ccc(C)cc1 | 47 | -19 | -4.0 | 34 | -12 | 2 | -7 | 0 | 5 | /
CCN1CCN(CCC(=O)Nc2ccc3c(c2)OCO3)CC1 | 93 | -43 | -2.1 | 98 | / | / | 12 | 2 | 3 | -8
CCOC(=O)C1CCCN(C(=O)CN2C(=O)COc3ccc(C(C)(C)C)cc32)C1 (centres undefined) | 99 | -18 | -3.2 | 92 | -3 | -2 | -6 | 0 | 4 | /

Entries of single compounds, looked up by structure. Order of values: PTEN del growth	BB579 growth dn	MRP-1 activ	bCat KO growth	Phagocytosis inh	Yeast lifespan up	GALR2 antag	NPY-Y2 antag	Measles CPE	E-sel TNF inh
Listed for COc1ccc(/C=N/N2CCOCC2)cc1O = 92	-22	0.1	100	-5	3	10	1	19	/
Listed for Cc1ccc(CN2C(=O)CCC2C(=O)NC(C)C)cc1 (centres undefined) = 99	-40	-1.6	89	0	-14	11	-1	7	/
Listed for Cc1ccc(NC(=S)Nc2ccc3nc(-c4ccccn4)c(-c4ccccn4)nc3c2)cc1C = 81	-20	-3.9	93	-4	-5	6	2	11	0

Next records follow:
SMILES | PTEN del growth | BB579 growth dn | MRP-1 activ | bCat KO growth | Phagocytosis inh | Yeast lifespan up | GALR2 antag | NPY-Y2 antag | Measles CPE | E-sel TNF inh
CC1Oc2ccccc2C=C1/C=N/NC(=O)c1ccccc1 (centres undefined) | 95 | 1 | 0.5 | 93 | -12 | -11 | 9 | 3 | 2 | /
CC(C)(C)N(Cc1cc2ccccc2[nH]c1=O)C(=O)c1cccnc1 | 98 | -48 | 0.1 | 110 | -5 | -4 | 4 | -1 | 4 | /
CCOC(=O)c1c(C)n(C)c2ccc(OCC(O)CN3C(=O)c4ccccc4S3(=O)=O)cc12 (centres undefined) | 102 | -49 | -1.7 | 103 | -1 | 0 | -8 | 2 | 16 | -2
Cc1ccc(OCC(=O)N(Cc2ccccc2)C(C)(C)C)c([N+](=O)[O-])n1 | 88 | -2 | -1.3 | 86 | -7 | -3 | -6 | -1 | 10 | /
O=C(CSc1nnc(CNC(=O)c2cccs2)o1)NCc1ccc(F)cc1 | 93 | -31 | 0.2 | 82 | -1 | -2 | -4 | 1 | 3 | 14
CCc1nn(C)c(-c2n[nH]c(=S)n2N)c1Cl | 88 | -9 | -1.1 | 82 | / | -20 | -2 | -2 | 44* | 12
COC1=C(Nc2ccc(O)cc2)C(=O)c2ccccc2C1=O | 22 | -37 | -4.1 | 21 | / | -1 | 11 | -3 | 7 | /
CCOC(=O)C1=C(O)CSC1=Nc1ccc(Cl)cc1 | 105 | -16 | -0.4 | 92 | 0 | 11 | 14 | 0 | 4 | -46
COc1ccc([N+](=O)[O-])cc1NC(=S)Nc1ccccc1 | 86 | 23 | -1.8 | 94 | 0 | -5 | 5 | 0 | 9 | 5
CC(C)CC(C(=O)O)C(C)CC(=O)Nc1ccn(-c2ccccc2)n1 (centres undefined) | 96 | -27 | -1.5 | 103 | / | -6 | 3 | 6 | 6 | -21
NC(N)=NCCC[C@H](NC(=O)OCc1ccccc1)C(=O)O | 93 | -20 | -3.3 | 106 | / | 3 | 3 | 1 | 3 | /
CCCn1c(SCC(=O)NCc2ccccc2)nnc1-c1ccncc1 | 97 | -33 | -0.4 | 98 | 1 | -7 | 1 | 2 | 6 | /
O=C(Oc1c(Cl)cc(Cl)c2cccnc12)N1CCCCC1 | 76 | -53 | -1.7 | 68 | / | -7 | 1 | 2 | 5 | -1
O=c1cc(-c2ccc3c(c2)OCCO3)oc2ccc(Cl)cc12 | 86 | -25 | -0.7 | 87 | / | -6 | 2 | 6 | 15 | /
c1n[nH]c(SCCCCSc2ncn[nH]2)n1 | 109 | -38 | 0.9 | 106 | 0 | 1 | -4 | 1 | 8 | 3
COc1cccc(N2CCN(C(=S)NCCc3ccccc3)CC2)c1 | 88 | -18 | -2.1 | 89 | -1 | -5 | 0 | 3 | 9 | 1
CC(=O)c1ccccc1C(=O)NCc1cccnc1 | 104 | -18 | -0.3 | 99 | / | 8 | 10 | 1 | 10 | /
Cc1ccc(S(=O)(=O)N2CCN(C(=O)CSc3nnc(C)c(=O)[nH]3)CC2)cc1 | 108 | -7 | 0.9 | 96 | -1 | -10 | 8 | -2 | 31 | 8
O=C(NCCC1=CCCCC1)C1CC(=O)N(C2CCCCCC2)C1 (centres undefined) | 110 | -50 | 0.1 | 97 | 0 | 5 | -3 | 3 | 7 | -5
CC(=O)c1cc2c(cc1NC(=O)CN1CCOCC1)OCO2 | 105 | -29 | -0.8 | 106 | -2 | -7 | 7 | 2 | 5 | -6
CC(=C1C2C=CC1C1C(=O)NC(=O)C21)c1ccccc1 (centres undefined) | 103 | -42 | -0.6 | 105 | 1 | -5 | -1 | 4 | 2 | 15
Nc1nonc1NC(=O)CSc1nc2ccccc2s1 | 94 | -39 | -1.9 | 93 | 0 | -29 | -1 | 5 | 5 | -8
COC(=O)c1ccc(C)c(NC(=O)CCc2ccc(OC)c(OC)c2)c1 | 103 | -23 | 0.1 | 89 | -1 | 11 | 2 | 4 | 7 | /
COC(=O)Cn1cnc2c(nnn2-c2ccc(C)cc2)c1=O | 95 | 4 | -0.3 | 87 | / | -14 | -8 | 1 | 9 | -20
COc1cc(/C=N/O)cc(Cl)c1OC | 95 | -26 | -0.5 | 104 | -1 | -2 | 6 | 1 | 12 | -6
N#C/C(=C\c1ccc(-c2ccc(F)cc2)o1)C(=O)Nc1nc(-c2cccs2)cs1 | 6 | -25 | -5.3 | 41 | 2 | -1 | -26 | 2 | 17 | -5
CC(=O)N1CCC2(CC1)C(C#N)=C(N)Oc1n[nH]c(C(F)(F)F)c12 | 88 | -22 | -0.1 | 94 | / | -3 | 3 | -1 | 6 | -11
CC1CN(S(=O)(=O)c2ccccc2)C(C)CN1S(=O)(=O)c1ccccc1 (centres undefined) | 89 | -36 | -4.8 | 89 | / | / | -2 | 2 | 3 | 11
CCN(CC)c1ncnnc1-c1ccccc1 | 104 | -15 | -1.7 | 91 | -3 | -3 | 21 | -2 | 9 | /
CC(=O)Oc1ccc(C(=O)[C@H]2[C@H]3C(=O)N(c4cccc5ccccc45)C(=O)[C@H]3[C@@H]3C=CC=NN32)cc1 | 83 | -3 | -0.9 | 89 | -2 | 4 | 1 | -2 | 9 | /
Cc1ccc2cc(/C=N/NC(=O)[C@H]3C[C@@H]3c3ccccc3)c(Cl)nc2c1 | 58 | -35 | -4.9 | 75 | -7 | -3 | 2 | 4 | 5 | -1
Clc1ccccc1-c1ccc(CN2CCN(c3ccccc3)CC2)o1 | 59 | 13 | 1.0 | 49 | 0 | -11 | -7 | 28* | 25 | /
Cc1nnc(NC2=NCCCCC2)o1 | 91 | -26 | -0.8 | 86 | -1 | 8 | -5 | 2 | 24 | /
Cc1csc(SCC(=O)NC(=O)Cc2ccccc2)n1 | 99 | -37 | 1.2 | 103 | -8 | -1 | -2 | 0 | 22 | -2
Cc1ccc(CS(=O)(=O)CCC(=O)NCCC(C)C)cc1 | 105 | 4 | -1.8 | 101 | 0 | -24 | -3 | 4 | 15 | -19
O=C(c1ccc2c3c(cccc13)CC2)N1CCOCC1 | 80 | -46 | -3.0 | 92 | 1 | -15 | 12 | 2 | 6 | 2
CC1CCN(CCCCOc2cccc(Br)c2)CC1 | 83 | -5 | -3.2 | 70 | 2 | -2 | 9 | 8 | 5 | -20
CC1CCCN(c2nc3c(c(=O)[nH]c(=O)n3C)n2CCSc2nc3ccccc3o2)C1 (centres undefined) | 91 | -21 | -4.2 | 86 | 0 | -7 | 18 | 1 | 16 | -15
O=C(Nc1nc2ccc(S(=O)(=O)N3CCCC3)cc2s1)c1ccco1 | 106 | -31 | -3.2 | 105 | 1 | 2 | -3 | 0 | 14 | -10
O=C(Nc1ccc2c(c1)OCCO2)c1cc(-n2cnnc2)ccc1Cl | 88 | -40 | -1.1 | 85 | -2 | -11 | 14 | 1 | 5 | 1
Cc1cccc(Nc2nc(N)c([N+](=O)[O-])c(N3CCN(C)CC3)n2)c1 | 67 | -19 | -0.3 | 76 | 5 | -4 | 0 | 1 | 22 | /
O=C1CC(c2ccc(Cl)cc2)n2nc(N3C(=O)CCC3=O)nc2N1 (centres undefined) | 89 | -54 | -2.4 | 76 | -2 | -18 | -6 | 1 | 5 | 24

Molecules from the list above containing a thiophene ring, fused or not (2):
SMILES | PTEN del growth | BB579 growth dn | MRP-1 activ | bCat KO growth | Phagocytosis inh | Yeast lifespan up | GALR2 antag | NPY-Y2 antag | Measles CPE | E-sel TNF inh
O=C(CSc1nnc(CNC(=O)c2cccs2)o1)NCc1ccc(F)cc1 | 93 | -31 | 0.2 | 82 | -1 | -2 | -4 | 1 | 3 | 14
N#C/C(=C\c1ccc(-c2ccc(F)cc2)o1)C(=O)Nc1nc(-c2cccs2)cs1 | 6 | -25 | -5.3 | 41 | 2 | -1 | -26 | 2 | 17 | -5
